NOD1 NF-kB reporter: NOD1 signaling inhibitors, primary screen, cell-based, luminescence, uHTS (AID 1578); NOD1-driven NF-kB luciferase reporter cells, luminescence; higher % means a stronger effect; 290,000 tested, 1% active; inhibition, % at 4 µM; hits with a dose series show EC50 in µM; in the data active = inhibition mostly above about 36%, no sharp cut-off; inactive = mostly below about 34%;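 also: HEK-293T reporter cells stimulated with the NOD1 agonist gamma-tri-DAP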
KOR beta-arrestin-1: KOR antagonists, beta-arrestin recruitment, cell-based, luminescence, uHTS (AID 1778) | 290,000 tested, 0.091% active | inhibition, % at 10 µM, or IC50 in µM where a hit was titrated | KOR beta-arrestin recruitment, luminescence, antagonist mode; higher % means a stronger effect; also: strong numbers were not always called active
GPR55 LPI antagonism: GPR55 antagonists blocking LPI-driven arrestin recruitment, primary screen, imaging, U2OS, beta-arrestin-GFP, LPI agonist (AID 2013). G-protein coupled receptor 55 (Homo sapiens). 290,000 tested, 0.13% active. inhibition, % at 10 µM; hits with a dose series show IC50 in µM. U2OS GPR55 beta-arrestin-GFP translocation imaging, LPI antagonism; higher % means a stronger effect;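 active = spots per cell inhibited over 60%, with over 100 cells counted and total cytoplasm intensity under 500,000; inconclusive = wells with under 100 cells, flagged as likely toxic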;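 also: U2OS cells stably carrying GPR55 and arrestin-GFP stimulated by 5 µM LPI near EC80; imaged beta-arrestin-GFP aggregate spots per cell after agonist stimulation; plate controls were LPI-stimulated DMSO wells for no effect and DMSO wells without LPI for full effect; some results filed as inactive read as strong as hits; confirmed hits need IC50 under 10 µM and bright autofluorescent wells are also inconclusive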
NTR1 agonist: agonists of NTR1, primary screen, imaging, U2OS cells, beta-arrestin-GFP, high content (AID 493036); 330,000 tested, 0.17% active; NTR1-U2OS beta-arrestin-GFP spot imaging, agonist mode; Neurotensin receptor type 1 (Homo sapiens), P30989; activation, % at 20 µM;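 active = activation at or above 40% of the spot to cytoplasm intensity ratio, with at least 20 cells analyzed; inconclusive = wells under 20 cells, flagged as cytotoxic or low count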;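 also: 0% = DMSO without peptide and 100% = 100 nM NTR1 peptide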
Target sequence (P30989 whole entry, looked up): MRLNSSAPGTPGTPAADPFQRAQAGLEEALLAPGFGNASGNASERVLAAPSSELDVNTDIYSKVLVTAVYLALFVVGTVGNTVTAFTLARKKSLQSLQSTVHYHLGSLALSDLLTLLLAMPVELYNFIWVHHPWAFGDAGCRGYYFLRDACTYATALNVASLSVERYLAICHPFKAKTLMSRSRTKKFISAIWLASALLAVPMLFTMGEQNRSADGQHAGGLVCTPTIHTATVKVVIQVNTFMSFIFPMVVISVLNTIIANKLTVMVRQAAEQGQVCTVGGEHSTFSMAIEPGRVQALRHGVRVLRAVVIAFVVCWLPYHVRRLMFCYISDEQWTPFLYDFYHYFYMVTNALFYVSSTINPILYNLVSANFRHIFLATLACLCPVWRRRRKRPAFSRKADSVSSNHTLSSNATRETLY
KOR beta-arrestin-2: KOR agonists, beta-arrestin recruitment, primary screen, cell-based, luminescence, uHTS (AID 1777) | KOR beta-arrestin recruitment, luminescence; higher % means a stronger effect | Kappa-type opioid receptor (Homo sapiens) | activation, % at 10 µM; hits with a dose series show EC50 in µM | 280,000 tested, 0.02% active; in the data active = activation above about 50%, passing the limit was not always enough; also: a part of the inactive calls stands beside numbers as strong as those of hits
GPR55 activation: GPR55 agonists via beta-arrestin recruitment, primary screen, imaging, U2OS cells, beta-arrestin-GFP redistribution (AID 1961). U2OS GPR55 beta-arrestin-GFP redistribution imaging; higher % means a stronger effect. activation, % at 10 µM, or EC50 in µM where a hit was titrated. 290,000 tested, 0.048% active. G-protein coupled receptor 55 (Homo sapiens);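 active = activation above 40% with more than 50 cells counted in the well; inconclusive = wells holding fewer than 50 cells, flagged as toxic or sparse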;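 also: U2OS osteosarcoma cells stably expressing GPR55 and beta-arrestin-GFP; plate controls were DMSO negative control for no effect and LPI positive control for full effect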
Myeloid diff 2: induction of myeloid progenitor differentiation, primary screen, cell-based, flow cytometry, MLPCN library | ER-HoxA9 myeloid progenitors, lysozyme-GFP differentiation | calls only at 10 µM | 360,000 tested, 1% active;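 active = normalized GFP-positive differentiation at or above the plate's own cutoff, the solvent-only control mean plus 3 SD; inconclusive = no clear call, values can overlap the other calls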;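 also: cells exposed to compound for four days before flow analysis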
HEK293 NOD2/NF-kB: NOD2 signaling inhibitors, cell-based, luminescence, uHTS, HEK293 (AID 1566) | 290,000 tested, 0.63% active | inhibition, % at 4 µM, or EC50 in µM where a hit was titrated | HEK293 NOD2/NF-kB luciferase reporter, luminescence; higher % means a stronger effect; also: many of its hits are not listed in these tables
T cell modulator: modulators of CD8 T cell-vesicle binding, primary screen, mouse 2C CD8+ T cells, flow cytometry; AID 2052, 2009; 2C CD8+ T cell-vesicle binding; stronger effect = lower value; calls only at 7 µM; 330,000 tested, 0.068% active;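 active = response, share of CD8 T cells binding vesicles, and their 90th percentile fluorescence all below set limits, cut at about 80% in these data, passing the limit was not always enough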
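System: murine 2C transgenic CD8+ T lymphocytes; also added: QL9-loaded Drosophila micro-vesicles; times: binding 1.5 h at 37 °C; measured by: flow cytometry, PE anti-B7-1 (FL2) versus Alexa647 anti-CD8 (FL8), PFA-fixed; control set: Peptide-free naked vesicles (low) and QL9 vesicles with 0.7% DMSO vehicle (high)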
T cell modulator vesicle-bound %: second read-out of T cell modulator, no call of its own (marks repeat the call); double positive events, %; measured here: CD8+ vesicle-bound cell fraction;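 binding gate set so that unloaded-vesicle control wells show 10% double positive cells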
NTR1 agonist cell count 20 µM: also measured in NTR1 agonist; calls as there; cell count; measured here: cell count, cytotoxicity flag
Myeloid diff 2 GFP+ MAC1+ %: second read-out of Myeloid diff 2, no call of its own (marks repeat the call); GFP+ MAC1+ double positive, %; measured here: differentiation confirmed by MAC1 staining
The depositor's hits bear a star; i = inactive; ? = inconclusive; nt = not tested or not shown; [ ] = dose if it differs, or a comment. Rule as the data show it, unless noted: active = inhibition above about 50%; inactive = the rest. Some of the compounds tested (hit frequency here may not be typical).

| compound | NOD1 NF-kB reporter | Myeloid diff 2 GFP+ MAC1+ % | NTR1 agonist | KOR beta-arrestin-2 | NTR1 agonist cell count 20 µM | T cell modulator | HEK293 NOD2/NF-kB | KOR beta-arrestin-1 | GPR55 activation | GPR55 LPI antagonism | T cell modulator vesicle-bound % | Myeloid diff 2 |
| --- | --- | --- | --- | --- | --- | --- | --- | --- | --- | --- | --- | --- |
| Cc1c(C)c2ccc(OC(C)C(=O)N[C@@H](Cc3c[nH]c4ccccc34)C(=O)O)c(C)c2oc1=O (some centres not stated) | -14.1% | 3.6 | -0.1 | 6.5% | 89 | i | -6.2% | -9.1%[20 µM] | 0.6% | 6.0% | 33.6 | i |
| Nn1c(SCC(=O)NCCC2=CCCCC2)nnc1C1CCCCC1 | -2.9% | 0.7 | -1.0 | -4.8% | 72 | i | 12.6% | 37.4% | -0.1% | 5.5% | 26.2 | i |
| COc1ccc(S(=O)(=O)n2nc(OC(=O)c3ccc(C)cc3)cc2N)cc1 | 15.2% | 0.3 | 4.7 | -0.6% | 73 | i | 4.7% | 3.8% | 0.3% | -9.9% | 57.3 | i |
| N#C/C(C(=O)N1CCOCC1)=C1/SC(Cc2ccccc2Cl)C(=O)N1c1ccccc1 (configuration not stated) | -13.2% | 0.0 | 2.2 | -0.3% | 81 | i | 13.5% | -16.7% | 0.1% | 13.7% | 60.0 | i |
| CN(c1ccccc1)c1nc(N)c([N+](=O)[O-])c(N2CCCCC2)n1 | -10.7% | 0.8 | 9.2 | 0.7% | 37 | i | -12.3% | 28.9% | 0.0% | 5.6% | 35.9 | i |
| Cc1ccc(SCCC(=O)N2CCCC2)cc1 | -19.0% | 2.6 | -0.6 | -3.4% | 41 | i | -16.6% | -52.4% | 0.6% | 11.4% | 35.0 | i |
| CCCCOC(=O)N/N=C/C=C/c1ccccc1 | -32.6% | 0.4 | 1.4 | -4.7% | 40 | i | -27.0% | 0.8% | -0.2% | -2.0% | 12.4 | i |
| CC(C)c1nnc(NC(=O)CCC(=O)NC2CCCCCCC2)s1 | -14.6% | 9.0 | 0.7 | 1.7% | 57 | i | -15.0% | -19.6% | -0.1% | 5.2% | 45.8 | i |
| CCS(=O)(=O)N1CCC(C(=O)NCc2ccc(OC)cc2OC)CC1 | -28.8% | 0.0 | -0.8 | -1.0% | 30 | i | 6.0% | -18.6% | 0.2% | 5.0% | 22.2 | i |
| COc1cc(S(=O)(=O)Nc2cccnc2)ccc1F | -11.4% | 0.7 | 0.6 | 8.4% | 54 | i | 13.8% | -9.1% | -0.1% | -9.6% | 38.2 | i |
| CCOC(=O)N1CCN(CCC(=O)Nc2ccc(F)c(F)c2)CC1 | -20.4% | 0.2 | -0.3 | -4.2% | 61 | i | 2.7% | 16.5% | -0.1% | 4.2% | 59.0 | i |
| O=C(NCc1ccco1)c1ccccc1NS(=O)(=O)c1ccc2c(c1)OCCO2 | -8.7% | 0.7 | -0.9 | 0.8% | 57 | i | 12.0% | 14.9% | -0.2% | 9.4% | 38.9 | i |
| COC(=O)c1c(N)c(C#N)c(C)n1-c1ccccc1 | 4.6% | 0.3 | 2.6 | 8.7% | 46 | i | 0.6% | -15.8% | -0.1% | 7.8% | 39.0 | i |
| Cc1c(N=C2C=C(Br)C(=O)C(Br)=C2)c(=O)n(-c2ccccc2)n1C | 13.9% | 0.0 | -0.5 | -4.5% | 97 | nt | 20.6% | 18.0% | -0.6% | 5.8% | nt | i |
| Cc1cc(C)c[n+](CC(=O)c2ccc(NC(=O)c3ccccc3)cc2)c1 | -25.6% | 0.9 | 4.7 | nt | 43 | i | 16.4% | -25.6%[20 µM] | -0.1% | 11.5% | 37.1 | i |
| Cc1nn(Cc2ccc(C(=O)Nc3ccccc3C(F)(F)F)o2)c(C)c1Br | 18.8% | 0.8 | 1.6 | -0.6% | 83 | i | -14.2% | 3.6% | 0.0% | 3.3% | 41.3 | i |
| O=C1C(=O)N(CCCc2ccccc2)c2ccccc21 | -8.4% | nt | 2.9 | nt | 55 | i | 5.1% | -166.1%[20 µM] | -0.1% | 3.6% | 52.0 | ? |
| N/C(=N\OC(=O)/C=C/c1ccccc1)c1ccccn1 | -62.4% | 0.2 | -1.2 | 1.3% | 99 | i | -170.8% | -41.0%[20 µM] | -0.1% | -4.9% | 54.5 | i |
| Nc1nc2nccc(-c3cccnc3)n2n1 | -20.3% | 0.5 | 0.4 | -6.0% | 38 | i | 2.0% | -7.4% | -0.3% | 4.1% | 20.6 | i |
| CCCn1c(N)c(N(CCOC)C(=O)c2cccc(Cl)c2)c(=O)[nH]c1=O | -19.4% | 0.5 | -0.1 | 9.4% | 46 | i | -8.3% | -11.6% | -0.4% | -6.0% | 20.8 | i |
| COc1cc(NC(=O)C/C(C)=N/NC(=O)C2CCCCC2)c(OC)cc1Cl | -21.4% | nt | -1.4 | 4.8% | 42 | i | 15.1% | -11.3% | 0.0% | 12.9% | 31.4 | nt |
| O=C(CN1c2cccc3cccc(c23)S1(=O)=O)Nc1ccccc1 | -14.1% | 0.7 | 0.1 | -1.1% | 43 | i | -9.5% | -15.3% | -0.2% | 14.2% | 27.8 | i |
| O=C(c1cc2ccccc2s1)N1CCOCC1 | -3.3% | 1.2 | -0.6 | 3.3% | 58 | i | -12.1% | 1.4% | -0.1% | 1.3% | 36.1 | i |
| CCOC(=O)c1cnc(N)nc1C(F)(F)F | 0.9% | 1.0 | 0.4 | -4.1% | 56 | i | 12.2% | -7.8% | 0.5% | 9.7% | 41.8 | i |
| O=C(c1ccccc1)c1c2c(cc3sc4ccccc4[n+]13)-c1cccc3cccc-2c13 | 47.8% | nt | nt | 13.3% | nt | i | 33.6% | -159.3% | nt | 36.7% | 31.7 | ? |
| CCN(CC)c1ccc(NC(=O)CN2CCN(c3ccccc3F)CC2)cc1 | -13.8% | 1.3 | -0.6 | 8.5% | 72 | i | 14.1% | -36.5% | -0.1% | 11.8% | 46.1 | i |
| Cc1cc(=O)[nH]c(SCC(=O)N2CCN(S(=O)(=O)c3ccccc3)C2)n1 | -6.2% | 0.1 | 1.3 | 12.5% | 44 | i | -4.2% | -12.3% | -0.3% | -10.1% | 54.1 | i |
| CC(C)c1ccc[n+](-c2nc([O-])sc2C=O)c1 | -12.4% | 0.4 | 0.7 | 6.2% | 59 | i | -0.4% | -6.6% | -0.1% | 2.8% | 54.7 | i |
| Cc1nnc(NC(=O)CSc2nnc(CCc3nc4ccccc4[nH]3)n2C)s1 | -0.6% | 0.9 | -0.4 | 1.6% | 77 | i | -11.0% | -17.4% | 0.6% | -3.1% | 33.5 | i |
| O=C(O)c1ccc(/C=N/O)cc1 | -15.3% | 0.6 | 0.2 | 2.1% | 90 | i | -8.2% | -4.5% | -0.6% | -11.9% | 11.5 | i |
| CCN(C(=O)c1ccco1)c1nc(-c2ccc(OC)cc2)cs1 | -14.2% | 0.2 | 2.1 | -0.8% | 51 | i | -22.5% | -16.0% | -0.1% | 0.6% | 50.6 | i |
| COc1cc(NC(=S)NCCO)c(OC)cc1Cl | -9.2% | 0.4 | 0.5 | 4.5% | 66 | i | 5.2% | 0.5% | -0.1% | 4.0% | 35.4 | i |
| Cc1ccc(-n2c(C)cc(/C=C3/SC(=O)N(CC(=O)N4CCOCC4)C3=O)c2C)nc1 | -5.3% | nt | -0.4 | nt | 62 | i | -42.9% | -33.5% | -0.1% | 10.9% | 26.2 | nt |
| O=C(NCc1ccco1)c1nnc(Cc2ccc(F)cc2)o1 | -25.6% | 3.3 | -3.7 | 1.3% | 97 | i | 13.3% | 19.2% | 0.0% | 4.4% | 39.2 | i |
| CN(CCO)c1ccc(/C=N/Nc2nncc3ccccc23)cc1 | 57.1%* | 1.0 | 2.7 | -4.9% | 90 | i | -44.6% | 21.6% | -0.1% | -1.0% | 63.1 | i |
| Cc1cc(C(=O)Nc2c(C)cccc2C)n(-c2ccccc2)n1 | -19.0% | 1.1 | -1.5 | -3.2% | 94 | i | -6.9% | -26.6% | 0.3% | 7.0% | 36.2 | i |
| C=CCc1ccc(O)c(-c2cc(CC=C)ccc2O)c1 | -13.7% | 3.2 | 1.6 | 5.9% | 95 | i | 20.4% | -20.7% | 0.1% | 9.4% | 38.2 | i |
| COCCNC(=O)C1CC2Cn3c(nc4ccccc43)C2N1C (configuration not stated) | -5.0% | 2.2 | 4.8 | 4.9% | 93 | i | -11.8% | 11.6% | -0.1% | -11.7% | 40.7 | i |
| COC(=O)CC/C(O)=C1/C(=N)CC(C)(C)CC1=O | 5.2% | 0.3 | -4.3 | 6.7% | 77 | i | -2.8% | -26.9% | 0.0% | -4.4% | 33.6 | i |
| Cc1ccc(C)c(OCC(=O)Nc2cc(C(=O)O)cc(C(=O)O)c2)c1 | -16.7% | 0.3 | -0.8 | -4.5% | 46 | i | 20.7% | 13.4% | 0.2% | 6.4% | 0.5 | i |
| Cc1ccc2nc(SCc3nc4c(cnn4-c4ccccc4)c(=O)[nH]3)[nH]c2c1 | 45.9% | 0.6 | 11.5 | 2.2% | 66 | i | 29.0% | 11.5% | -0.1% | 15.9% | 31.6 | i |
| Cc1cccc(C(=O)NCCNC(=O)c2ccco2)c1 | 14.0% | 0.5 | 0.2 | -2.7% | 50 | i | 3.1% | -19.6% | 0.6% | -9.4% | 49.7 | i |
| CCn1c(Cc2ccc(OC)cc2)nc2ccccc21 | 20.5% | 0.2 | 1.1 | 5.3% | 55 | i | 13.3% | -23.0% | -0.2% | -7.3% | 67.8 | i |
| C/C(=N\N=C1/NC(=O)C(C)S1)c1ccco1 (configuration not stated) | -30.7% | 1.2 | 0.4 | 0.5% | 55 | i | 3.8% | -32.3%[20 µM] | -0.1% | 2.8% | 6.3 | i |
| O=C(CSc1nc2ccccc2c(=O)n1NC(=O)Cc1ccccc1)NCc1ccco1 | -27.5% | 1.5 | -0.3 | 2.5% | 86 | i | 5.7% | -3.6% | -0.1% | -9.0% | 29.2 | i |
